Bioassay records deposited in PubChem BioAssay by several laboratories.
NPR1 activator = GC-A stimulated cGMP production enhancers – HEK293 GC-A cells, cGMP TR-FRET, EC30 ANP, primary screen. Atrial natriuretic peptide receptor 1 (Homo sapiens), P16066. 0% at EC30 ANP, 100% saturating ANP. activation, % at 10 µM. hit rate 0.14% among 370,000. AID 1671463, 2021; in the data active = activation above about 40%
ARFGAP1 inhibitor = inhibitors of rat ARFGAP1 GAP activity, primary screen, biochemical, fluorescence polarization, GDP tracer; inhibition, % at 16.5 µM; AID 651572, 2012; ADP-ribosylation factor GTPase-activating protein 1 (Rattus norvegicus), Q62848; Arfgap1-stimulated ARF1 GTP hydrolysis, GDP FP detection; hit rate 0.26% among 360,000;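 active = inhibition above a per-plate limit, mean inhibition of low control wells plus 3 SD, cut at about 25% in these data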;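 also: 0% = DMSO wells with enzyme and 100% = wells lacking Arfgap1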
Target sequence (Q62848 1-136 limits assumed): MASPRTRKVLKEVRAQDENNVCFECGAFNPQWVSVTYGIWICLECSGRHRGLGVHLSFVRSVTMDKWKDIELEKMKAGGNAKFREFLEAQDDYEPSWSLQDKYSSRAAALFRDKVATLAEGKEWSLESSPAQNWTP
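material = rat Arfgap1 catalytic domain, aa 1-136 | also added = human ARF1(Δ1-17)-GTP substrate | compound dosing = one concentration, 16.5 µM, DMSO 1.26% | times = GTP hydrolysis reaction 2 h at 25 °C | measured by = FP, GDP Alexa 633 tracer displaced from anti-GDP antibody, 620/688 nm | evaluation = percent inhibition of Arfgap1-stimulated GTP hydrolysis | replication = single well per compound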
NR1D1 modulator = modulators of Rev-erb alpha DNA binding, primary screen, biochemical, FITC-DNA, fluorescence polarization, uHTS; Nuclear receptor subfamily 1 group D member 1 (Homo sapiens), P20393; Rev-erbα–FITC-DNA binding, 90 min; activity, % at 10 µM; hit rate 0.79% among 370,000;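 active = activity above about 14%, limit read from the data; passing the limit was not always enough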;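 also: 0% = DMSO wells with 35 nM protein and 100% = DMSO wells with 750 nM protein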
NPR2 activator = human GC-B receptor activators, primary screen, HEK293 GC-B cells, cGMP TR-FRET, EC30 CNP. Atrial natriuretic peptide receptor 2 (Homo sapiens), P20594. 0% at EC30 CNP, 100% saturating CNP. activation, % at 10 µM. hit rate 0.11% among 370,000;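 active = activation at 10 µM reaching about 35% in either raw or pattern-adjusted values, limit read from the data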
mABHD4 FP = ABHD4 inhibitors, primary screen, biochemical, fluorescence polarization, mouse. purified mABHD4, FP-Rh probe fluorescence polarization. AID 720543, 2013. hit rate 0.54% among 370,000. inhibition, % at 8.92 µM;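 active = inhibition exceeding the mean over every tested compound plus 3 SD, cut at about 30% in these data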;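 also: 0% = plate median of compound wells and 100% = S159A mutant with DMSO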
Target sequence (Q8VD66 whole entry, looked up): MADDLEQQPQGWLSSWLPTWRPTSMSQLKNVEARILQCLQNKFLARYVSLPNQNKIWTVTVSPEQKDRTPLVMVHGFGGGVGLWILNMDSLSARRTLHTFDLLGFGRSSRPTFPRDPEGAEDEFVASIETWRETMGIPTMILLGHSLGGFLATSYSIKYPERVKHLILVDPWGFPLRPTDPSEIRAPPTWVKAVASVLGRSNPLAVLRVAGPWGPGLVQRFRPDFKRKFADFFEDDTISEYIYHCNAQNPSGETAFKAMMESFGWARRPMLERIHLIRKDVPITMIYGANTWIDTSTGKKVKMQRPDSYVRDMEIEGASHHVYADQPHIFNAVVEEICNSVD
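Assay system: Wild-type mouse ABHD4 protein | Medium: HEPES pH 7.0 buffer, 150 mM NaCl, 0.01% Pluronic F-127 | Incubation: Enzyme–compound pre-incubation 45 min, then probe 60 min, both 25 °C | Technique: Fluorescence polarization with parallel and perpendicular emission, 525/598 nm | Evaluation: % inhibition of FP-Rh probe binding versus controls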
ASAP1 inh = inhibitors of human ASAP1 ArfGAP activity, primary screen, biochemical, fluorescence polarization; Arf-GAP with SH3 domain, ANK repeat and PH domain-containing protein 1 (Homo sapiens), …; hit rate 0.19% among 360,000; ASAP1-stimulated ARF1 GTP hydrolysis, GDP FP detection; inhibition, % at 16.5 µM; in the data active = inhibition above about 25%;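 also: 0% = vehicle with enzyme and substrate and 100% = no enzyme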
Target sequence (Q9ULH1 325-724 limits assumed): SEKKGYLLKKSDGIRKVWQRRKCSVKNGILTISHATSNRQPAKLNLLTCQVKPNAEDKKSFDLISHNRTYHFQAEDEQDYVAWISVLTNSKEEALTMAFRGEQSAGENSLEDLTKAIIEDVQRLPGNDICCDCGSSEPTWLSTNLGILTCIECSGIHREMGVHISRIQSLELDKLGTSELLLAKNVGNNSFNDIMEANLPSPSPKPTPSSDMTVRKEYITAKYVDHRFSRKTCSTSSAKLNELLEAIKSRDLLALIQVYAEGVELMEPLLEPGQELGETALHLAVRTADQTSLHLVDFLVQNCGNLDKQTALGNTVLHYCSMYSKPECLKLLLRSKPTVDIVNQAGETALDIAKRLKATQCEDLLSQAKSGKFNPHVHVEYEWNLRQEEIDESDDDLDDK
PG9 binder = binders of HIV-1 gp120 antibody PG9, primary screen, biochemical, TR-FRET. HIV-1 gp120 / PG9 antibody interaction. TR-FRET gp120-PG9 antibody binding. inhibition, % at 6.7 µM. hit rate 0.43% among 360,000; in the data active = inhibition above about 8.5%
rCAG RNA binder = binders of r(CAG) RNA repeats, primary screen, biochemical, fluorescence. hit rate 1.3% among 370,000. r(CAG) RNA repeat, TO-PRO-1 dye displacement fluorescence. inhibition, % at 3 µM;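 active = inhibition above the plate cutoff, the mean of all test compounds on that plate plus 3 SD, cut at about 35% in these data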;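 also: 0% = DMSO alone and 100% = 100 µM mitoxantrone as full dye displacement; higher means more dye released from RNA so lower well fluorescence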
SMARCA2 activ = SMARCA2 (BRM) function activators, primary screen, cell-based, luminescence, high throughput; AID 652017, 2013; activation, % at 9.1 µM; MG213 cells, MMTV-luciferase reporter, dexamethasone, overnight; hit rate 1% among 370,000; in the data active = activation above about 7.8%;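 also: 0% = vehicle wells and 100% = reference activator wells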
HTRA1 inh = HTRA1 serine protease inhibitors, primary screen, biochemical, fluorescence polarization, HTS; recombinant HTRA1, FP-rhodamine activity-based probe; inhibition, % at 5.96 µM; hit rate 0.5% among 340,000; AID 504803, 2011; in the data active = inhibition above about 36%;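 also: 0% = enzyme with DMSO and 100% = wells lacking enzyme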
Starred values were filed as active, the others as inactive; / = not tested or not shown. No enrichment for hits; about 4.4% have a hit in one of these screens.

SMILES | NPR1 activator | ARFGAP1 inhibitor | NR1D1 modulator | NPR2 activator | mABHD4 FP | ASAP1 inh | PG9 binder | rCAG RNA binder | SMARCA2 activ | HTRA1 inh
Cc1csc(SCC(=O)Nc2ccc(C)c(F)c2)n1 | 0.2 | -4.9 | 10.1 | -1.4 | 4.7 | 1.0 | 1.8 | -0.5 | 0.6 | -3.1
CCN(CC)C(=O)CSc1nnc(SC(C)C(=O)NC2CC2)s1 (configuration not stated) | 2.8 | 1.4 | -0.8 | 2.9 | -3.5 | 1.9 | -1.4 | 2.3 | 0.5 | 3.5
CCc1ccc(/C=N/NC(=O)c2nnn(-c3nonc3N)c2C(C)C)cc1 | -7.7 | 12.2 | 3.3 | 3.9 | -4.0 | -2.0 | 0.4 | 2.2 | 2.4 | -4.8
CCCC1O[C@@H]2CC3C4CCC5=CC(=O)C=C[C@]5(C)C4C(OC(C)=O)C[C@]3(C)[C@]2(C(=O)COC(C)=O)O1 (some centres not stated) | -6.8 | -5.4 | 11.3 | -4.3 | -0.3 | -5.7 | 2.1 | -6.9 | -4.6 | -18.0
CCOC(=O)C(=O)N1c2ccccc2C(N(C(=O)C(=O)OCC)c2ccccc2)CC1C (configuration not stated) | 0.2 | -12.8 | 5.8 | 2.0 | -0.4 | 1.4 | -1.1 | -9.6 | -2.2 | 4.8
S=c1[nH]nc(-c2cc(-c3ccccn3)nc3ccccc23)o1 | 0.1 | 10.1 | 4.1 | 0.4 | 2.4 | 0.9 | -2.2 | 15.4 | -1.9 | 2.4
N#Cc1cccc(NC(=O)c2cc(C3CCCCN3S(=O)(=O)c3cccc4cccnc34)on2)c1 (configuration not stated) | -2.0 | -1.8 | 6.7 | 0.2 | -14.0 | 0.2 | -0.4 | 5.4 | -1.1 | /
O=C(N/N=C/c1cn(CC(=O)N2CCOCC2)c2ccccc12)c1cccnc1 | 0.0 | 7.3 | 4.5 | -1.5 | 0.7 | 2.1 | -3.1 | 2.5 | 4.2 | 6.8
CCOc1ccc(Cc2nc(C)c(CC(=O)N3CCCCC3)c(=O)[nH]2)cc1 | -0.6 | 1.0 | -1.1 | 5.5 | -7.0 | -4.5 | -0.1 | -2.3 | -2.0 | 4.5
O=C(CN(Cc1ccc(F)cc1)C(=O)c1csnn1)NCc1ccccc1 | 6.6 | 3.8 | 1.1 | 7.4 | 1.6 | -1.0 | -1.7 | -0.5 | 7.1 | -1.9
COc1ccc(N2C(=O)c3ccccc3NC(=O)C2C(=O)NCc2ccco2)cc1 (configuration not stated) | 4.0 | 2.2 | -6.8 | 0.3 | 6.1 | 4.6 | 2.5 | 5.0 | 0.3 | /
CCN(C[C@H]1N[C@@](C)(C(=O)OC)[C@H]2C(=O)N(Cc3ccccc3)C(=O)[C@@H]12)C(=O)Nc1ccc(F)cc1 | 1.1 | -1.5 | 4.3 | 0.8 | 3.1 | -2.8 | 0.1 | -1.9 | -3.4 | 6.7
COc1cc(NC(=O)c2cc(-c3cccs3)on2)cc(OC)c1OC | 7.0 | 7.2 | -3.2 | -7.6 | 0.1 | 9.2 | -2.1 | -2.2 | -0.3 | -14.5
Cc1onc(C(=O)N2CCN(c3ccccc3F)CC2)c1-c1ccccc1Cl | -4.2 | -14.3 | -1.0 | 0.7 | 2.9 | -13.7 | -0.5 | -5.2 | -1.0 | -0.6
Clc1cccc(CSc2ccc(-c3ccco3)nn2)c1 | -5.5 | 1.1 | 0.1 | -3.3 | -7.7 | -0.9 | 0.1 | 1.2 | 0.4 | -9.6

The final 3 entries of the section before come first, to join the parts:
SMILES | NPR1 activator | ARFGAP1 inhibitor | NR1D1 modulator | NPR2 activator | mABHD4 FP | ASAP1 inh | PG9 binder | rCAG RNA binder | SMARCA2 activ | HTRA1 inh
COc1cc(NC(=O)c2cc(-c3cccs3)on2)cc(OC)c1OC | 7.0 | 7.2 | -3.2 | -7.6 | 0.1 | 9.2 | -2.1 | -2.2 | -0.3 | -14.5
Cc1onc(C(=O)N2CCN(c3ccccc3F)CC2)c1-c1ccccc1Cl | -4.2 | -14.3 | -1.0 | 0.7 | 2.9 | -13.7 | -0.5 | -5.2 | -1.0 | -0.6
Clc1cccc(CSc2ccc(-c3ccco3)nn2)c1 | -5.5 | 1.1 | 0.1 | -3.3 | -7.7 | -0.9 | 0.1 | 1.2 | 0.4 | -9.6
COc1cccc(C(=O)O/N=C(\N)c2ccc([N+](=O)[O-])cc2)c1 | 4.5 | -0.3 | 0.9 | -2.6 | -4.1 | 7.4 | 0.3 | -2.9 | -2.3 | -1.6
Cc1cc(C)c(NC(=O)CSc2nc(=O)n(CCN3CCOCC3)c3c2CCC3)c(C)c1 | -0.4 | -3.5 | -1.3 | 2.1 | -3.7 | 4.2 | -1.7 | -4.4 | -0.8 | -0.2
Cc1cc2cc3c(cc2nc1SCC(=O)Nc1c(C)cccc1C)CCC3 | 3.2 | -6.6 | 63.4* | -1.9 | 2.3 | 0.4 | -3.4 | 1.5 | -0.9 | 0.7
OC[C@@H]1CN(Cc2ccc(Cl)cc2)C[C@H](n2cnc3c(NC4CCCC4)ncnc32)O1 | -0.9 | -9.5 | -2.9 | 11.5 | -2.9 | 5.8 | -0.8 | 1.5 | -4.4 | /
NNC(=O)C1=NOC2COC3(CCN(c4ncccn4)CC3)OCC12 (configuration not stated) | -0.5 | 8.9 | -4.1 | -0.7 | -0.9 | -8.5 | -0.3 | 0.3 | -2.0 | /
Cc1ccc(C)c(C2=NNC(=NCc3ccccc3)SC2)c1 | 0.6 | -4.2 | -2.2 | 6.8 | 16.6 | -10.3 | -2.3 | 9.0 | -3.6 | -10.3
C[C@@H]1COc2cccc(N3CCN(Cc4ccccc4F)CC3)c2S(=O)(=O)N1 | 2.0 | -3.0 | 8.8 | 1.6 | 3.8 | -3.9 | -0.8 | -1.1 | -5.1 | /
CCN=C1NC(c2ccc(Cl)cc2)C(C(=O)OC)=C(C)N1Cc1cccc(C(F)(F)F)c1 (configuration not stated) | -24.2 | -1.7 | 6.8 | -18.0 | 8.3 | 2.8 | -1.1 | 6.4 | -3.3 | /
CC1CCCN(C(=O)CSc2nnc(-c3ccco3)n2C)C1 (configuration not stated) | 1.4 | -0.9 | -4.8 | -2.2 | 3.6 | 14.8 | 0.2 | -1.8 | -1.3 | 8.3
CC(C)c1ccc(/C=C/C(=O)Nc2ccc(CN3CCOCC3)cc2)cc1 | 3.8 | 1.9 | 3.1 | 11.8 | -4.5 | -8.0 | -0.8 | -3.9 | -4.4 | /
CCn1c(SCC(=O)c2ccc(Cl)cc2)nnc1-c1ccoc1C | -3.2 | -1.9 | -2.1 | -4.6 | 0.3 | -1.4 | 2.5 | -4.1 | -2.4 | -9.5
O=C(Nc1ccc(F)c([N+](=O)[O-])c1)C1CCCO1 (configuration not stated) | -1.4 | -7.8 | -1.7 | 0.9 | 1.9 | 13.4 | 0.8 | -0.3 | -0.4 | -0.2
CNc1nc(N)nc(OC(C(F)(F)F)C(F)(F)F)n1 | 6.2 | 7.9 | -0.7 | 6.3 | -0.8 | -9.2 | -0.1 | -3.4 | -1.3 | 5.9
CC(C)c1ccccc1NS(=O)(=O)c1cccs1 | -3.7 | -0.7 | 0.9 | 0.6 | 7.1 | 2.5 | -1.9 | -0.9 | -0.5 | -4.9
CCOC(=O)N1CCN(C(=O)CNCc2cccs2)CC1 | 1.3 | -0.5 | -1.4 | -4.7 | 10.6 | 6.9 | 1.7 | 0.0 | -3.2 | -0.7
COc1ccc(NS(=O)(=O)c2ccc(N)c(C(=O)O)c2)cc1 | -6.8 | 6.4 | 2.6 | -3.8 | -4.3 | 8.7 | 2.7 | 3.6 | -0.6 | 1.0
CC1(c2ccc(OC(F)F)cc2)NC(=O)N(CC(=O)Nc2ccc(Cl)cc2F)C1=O (configuration not stated) | 1.5 | 11.7 | -1.2 | -2.6 | -2.1 | 10.8 | 0.4 | 0.4 | -0.6 | -18.4
Cc1ccc(NC2=NCC(=O)N2Cc2cccs2)cc1C | 5.1 | -0.9 | 5.1 | 0.4 | -3.1 | -2.4 | 0.7 | 2.5 | 2.0 | -0.4
Cc1ccc(C)c(-c2cc(C(=O)Nc3cccnc3)c3ccccc3n2)c1 | -1.4 | 1.7 | -4.0 | 5.5 | -1.9 | 1.3 | -2.6 | -3.5 | -1.3 | -24.2
CN1CCc2c(sc3c2c(=O)n(-c2cccc(Cl)c2)c2nncn32)C1 | 8.8 | 8.9 | -3.4 | 0.3 | 2.7 | 6.5 | 0.1 | 3.2 | -0.4 | -0.2
CC(C)n1cc([C@@H]2C[C@H]3CN(Cc4cccc(Cl)c4)C(=O)[C@]34CCCN24)cn1 | -4.7 | -10.1 | -3.5 | 1.8 | -7.7 | 10.7 | 0.0 | -4.8 | -4.4 | -3.1
CSc1nsc(SCC(=O)Nc2ccc(O)c(C(=O)O)c2)n1 | 0.8 | 1.5 | 3.7 | -0.3 | 0.5 | 12.8 | -1.1 | 8.6 | 3.0 | 3.7
CCOc1ccc(NS(=O)(=O)N(C)C)cc1 | 0.0 | 6.1 | -0.8 | 1.7 | 0.6 | -13.1 | -0.5 | 2.6 | 1.5 | 3.1
CC(C)CC(C(=O)Nc1oc(-c2ccccc2)c(-c2ccccc2)c1C#N)N1C(=O)c2ccccc2C1=O (configuration not stated) | -6.0 | -5.3 | -2.3 | -0.4 | 23.3 | 3.9 | -0.1 | 50.7* | -2.1 | -59.6
CCOC(=O)C1(CCCc2ccccc2)CCN(C(=O)c2ocnc2C)CC1 | -4.7 | -10.2 | 1.9 | 0.3 | -1.7 | 4.3 | 1.1 | -9.7 | -2.6 | 5.4
Cc1ccc(S(=O)(=O)N2C/C=C\CN(S(=O)(=O)c3ccccc3Br)CC2)cc1 | 4.1 | 2.9 | 4.6 | 0.9 | 0.6 | 5.3 | 0.5 | 4.2 | -4.1 | -15.1
CCC(C)c1ccccc1NC(=O)CN(CC)CC(=O)Nc1ccc2c(c1)OCCO2 (configuration not stated) | -2.5 | -4.1 | 2.7 | 0.6 | 1.6 | 5.7 | 0.7 | 0.1 | -4.0 | -3.9
CNCc1cc2ccc(C)cc2[nH]c1=O | -0.6 | -0.2 | 3.0 | 1.0 | 6.1 | -7.2 | 0.0 | 5.9 | 1.4 | 0.1
